ELG1 DNA repair: blocks ELG1-dependent DNA repair in HEK293T cells. HEK293T ELG1-luciferase reporter, luminescence, 16 h; DNA damage induced by 5-fluorouridine. Potency, µM (top dose mostly 46.1 µM), for the others: at the highest dose activity change, negative = inhibition, actives largely listed as inhibitors. 330,000 tested, 2.3% active. AID 504467; also: potency is read from the fitted curve at half-maximal effect; % is scaled to controls: 0 for no effect and ±100 for the full control effect; nearly all actives have a fitted effect of over 55% in size
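5-Fluorouridine DNA damage + compound/DMSO, 2,000 cells/well, 16 h, 37 °C/5% CO2. ONE-Glo, 30 min RT, luminescence. Readout = decrease in reporter signal.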
Mito fusion yeast: inhibitors of mitochondrial division or activators of mitochondrial fusion | S. cerevisiae fusion-defective mutant growth rescue, CellTiterGlo 48 h | AID 485298 | 320,000 tested, 0.23% active | Potency, µM (top dose mostly 46.1 µM), for the others: at the top dose growth rescue (activation), hits mostly activators;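 also: potency is read from the fitted curve at half-maximal effect; % of control where 0% means no effect; nearly all actives have a fitted effect of over 45% in size; temperature-sensitive fusion mutants such as fzo1-1 at 37 °C on non-fermentable ethanol glycerol medium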
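Luminescent cell viability in 1536-well qHTS format served as the measure of rescued growth in ts fusion-mutant S. cerevisiae cultured on non-fermentable YPEG for 48 hours at 37C.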
AT treatment: potential ataxia-telangiectasia treatment | 320,000 tested, 0.19% active | Potency, µM (top dose mostly 57.5 µM), inactives show at the top dose activation, actives largely listed as activators | […] A-T fibroblasts, KAP-1 phosphorylation AlphaLISA; neocarzinostatin DNA damage 30 min before lysis; also: potency is read from the fitted curve at half-maximal effect; % of control where 0% means no effect; nearly all actives have a fitted effect of over 45% in size
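hTERT-immortalized A-T patient fibroblasts ([…]), 500 cells/well in OPTI-MEM, 1% FBS, got compounds for 60 min, then NCS for 30 min at 37C. Lysates were then assayed for phospho-KAP-1 by AlphaLISA (anti-pKAP1 donor, anti-KAP1 acceptor beads), 6 hr at 25C.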
Eya2 phos inh: Eya2 (human) phosphatase inhibition. 330,000 tested, 0.006% active. Potency, µM (series often up to 76.9 µM), inactives show at the top dose activity, negative = inhibition, hits mostly inhibitors. recombinant Eya2, OMFP fluorescence dephosphorylation (OMFP is methylfluorescein phosphate). O00167; also: potency is read from the fitted curve at half-maximal effect; % is scaled to controls: 0 for no effect and ±100 for the full control effect
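Eya2 protein (added as 0.2 uM solution) was preincubated with compound for 10 min at ambient temperature in 50 mM HEPES pH 7.5, 50 mM NaCl, 5 uM MgCl2, 0.05% BSA, 1 mM DTT. OMFP (added at 50 uM) then reacted 10 min; fluorescence read at 485/525 nm.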
TRPV1 ag: human TRPV1 agonism. Q8NER1. TRPV1-expressing cells, Fluo-8 calcium influx, agonist mode. activation, % at 8.33 µM. 320,000 tested, 0.19% active. AID 540275; in the data active = activation above about 80%; inconclusive = between about 30% and that limit; also: 0% is about no effect
Target sequence (Q8NER1 whole entry, looked up): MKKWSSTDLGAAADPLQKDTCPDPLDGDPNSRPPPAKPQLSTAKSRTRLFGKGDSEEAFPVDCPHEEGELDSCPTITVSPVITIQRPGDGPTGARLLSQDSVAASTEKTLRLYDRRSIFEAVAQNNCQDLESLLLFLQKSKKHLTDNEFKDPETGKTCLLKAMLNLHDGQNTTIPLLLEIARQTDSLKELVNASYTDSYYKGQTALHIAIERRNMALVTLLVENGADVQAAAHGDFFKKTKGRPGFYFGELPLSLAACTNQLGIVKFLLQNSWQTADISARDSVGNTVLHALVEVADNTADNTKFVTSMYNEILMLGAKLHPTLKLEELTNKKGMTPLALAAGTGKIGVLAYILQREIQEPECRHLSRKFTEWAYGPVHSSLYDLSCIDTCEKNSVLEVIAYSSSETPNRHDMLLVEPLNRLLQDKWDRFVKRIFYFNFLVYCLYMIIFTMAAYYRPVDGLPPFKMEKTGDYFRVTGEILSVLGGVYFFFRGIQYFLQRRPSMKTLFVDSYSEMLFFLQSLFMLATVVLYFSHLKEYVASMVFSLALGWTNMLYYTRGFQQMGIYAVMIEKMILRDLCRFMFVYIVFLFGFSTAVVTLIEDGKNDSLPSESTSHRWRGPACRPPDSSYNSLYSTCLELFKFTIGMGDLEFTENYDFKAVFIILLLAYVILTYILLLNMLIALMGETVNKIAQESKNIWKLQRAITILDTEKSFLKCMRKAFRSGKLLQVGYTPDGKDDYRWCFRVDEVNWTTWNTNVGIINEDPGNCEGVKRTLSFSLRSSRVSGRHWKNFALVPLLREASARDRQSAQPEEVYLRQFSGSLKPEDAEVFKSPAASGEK
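Cells expressing TRPV1 were dye-loaded with Fluo-8 and read kinetically: 10 s baseline, 3 min after compound (agonist portion), then 2 min after EC20 capsaicin (allosteric enhancer portion). Calcium-bound dye fluorescence at 480/520 nm.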
TSHR antagonist: antagonists of human thyroid stimulating hormone receptor | TSHR-expressing cells, TSH-stimulated cAMP HTRF, 2 h; active compounds read low | 330,000 tested, 0.2% active | AID 504810 | activity change, negative = inhibition, % at 11.5 µM;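 active = activity change below a set negative limit, meaning inhibition stronger than a set level, cut at about -70% in these data; inconclusive = activity change between two set negative limits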; also: % is scaled to controls: 0 for no effect and ±100 for the full control effect
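Competitive HTRF cAMP read-out (cryptate anti-cAMP antibody, cAMP-d2; 30 min, room temperature) in freshly harvested TSHR cells. Compounds added before TSH at EC80 (4nM final), followed by 2 hours' incubation at 37 deg C.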
USP2a inh: blocks human ubiquitin-specific protease USP2a; O75604; USP2 core, Ub-CHOP2 coupled fluorogenic reporter, 485/531; Potency, µM (top dose mostly 38.3 µM), for the others: top-dose activity change, negative = inhibition, usual class: inhibitors; 330,000 tested, 0.01% active; AID 463254;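 also: potency is read from the fitted curve at half-maximal effect; plate controls were DMSO wells for no effect and full inhibition by NEM control for full effect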
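Cell-free coupled assay: 10nM USP2 core preincubated 30min RT with compound in Tris-HCl pH 8.0/CaCl2/CHAPS buffer, then 25nM Ub-CHOP2 and 25nM reporter substrate; fluorescence (Ex 485/Em 531) read after 60min RT, normalized to NEM inhibition, concentration-response curves fitted.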
TCR act: activates T cell receptor signaling | primary human leukocytes, anti-CD3, IL-2 HTRF, 48 h | Potency, µM (series often up to 9.22 µM), inactives show at the top dose activation of IL-2 secretion, usual class: activators | 330,000 tested, under 10 active | AID 504894; also: % of control where 0% means no effect
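Human primary leukocytes + a-CD3 beads + cpd, 48 hr; IL-2 in supernatant by HTRF (ex 320nm / em 665nm). No co-stimulatory signal supplied.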
hERG WT inh: inhibitors of human wildtype KCNH2 potassium channel | activity change, % at 1.84 µM | Q12809 | AID 720551 | 340,000 tested, 0.37% active | U2OS, BacMam KCNH2, thallium flux FluxOr; active compounds read low;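 active = maximum activity change below -70%; inconclusive = maximum activity change between -70% and -50%; inactive = maximum activity change above -50%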; also: % is scaled to controls: 0 for no effect and ±100 for the full control effect
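U2OS cells were transduced with wild-type KCNH2 virus (2.03 x 10^8 / mL) for 4 h at room temperature, then cultured overnight at 37 C. Thallium flux was read with FluxOr dye. Rate constants were normalized to DMSO controls.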
KCNH2 3.1 inh: KCNH2 3.1 (human) potassium channel inhibition; U2OS KCNH2 3.1, thallium flux FluxOr; active compounds read low; activity change, % (tested at about 1.8 µM); 340,000 tested, 0.95% active;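 active = maximum activity change below -70%; inconclusive = maximum activity change from -70% to -50%; inactive = maximum activity change above -50%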;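 also: thallium influx rate constant from kinetic fluorescence after stimulation buffer; % is scaled to controls: 0 for no effect and ±100 for the full control effect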
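We transduce U2OS cells with the mutant 3.1 virus, culture them overnight, load FluxOr with Red40 quencher for 45 min, then add stimulation buffer and read kinetically for 2 min to derive a normalized rate constant.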
* marks the source's active call; other numbers are inactive results; & = joins results of further samples; [ ] = dose if it differs, or a comment. Unless noted, calls follow the shape of the dose curve; as a rule, active = well fitted curve in the direction sought with a large enough effect; inconclusive = small, poorly fitted or top-dose-only effect, or another doubt; inactive = no such curve, though single readings can be large; an effect the other way counts as inactive or inconclusive.

`CCOc1ccc(/C=N/NC(=O)c2ccc(Cn3cc([N+](=O)[O-])cn3)o2)cc1` gave Mito fusion yeast 3%, TRPV1 ag -1, TCR act 3%, hERG WT inh 10 and KCNH2 3.1 inh -8.
`Cc1ccccc1NS(=O)(=O)c1ccc(C(=O)NCC(c2ccco2)N2CCCCC2)cc1` (configuration not stated) gave ELG1 DNA repair inconclusive, Mito fusion yeast 0%, Eya2 phos inh -9%, TRPV1 ag -8, TSHR antagonist -11, USP2a inh -2%, TCR act -4%, hERG WT inh 1 and KCNH2 3.1 inh -1.
`CC1CCN(S(=O)(=O)c2ccc3ncn(CC(=O)N(C)C4CCCCC4)c(=O)c3c2)CC1` gave ELG1 DNA repair inconclusive, Mito fusion yeast -1%, AT treatment -3%, Eya2 phos inh -10%, TRPV1 ag 8, TSHR antagonist -9, USP2a inh 0%, TCR act -2%, hERG WT inh -7 and KCNH2 3.1 inh 2.
CC(C)(C)NC(=O)c1sccc1C(=O)O was read as ELG1 DNA repair inconclusive, Mito fusion yeast -9%, Eya2 phos inh 6%, TRPV1 ag 0, TSHR antagonist -10, USP2a inh -1%, hERG WT inh 35 and KCNH2 3.1 inh 5.
For Cc1ccn2c(=O)nc(SCC(=O)NCc3ccccc3Cl)nc2c1 the results were ELG1 DNA repair 3%, Mito fusion yeast -5%, AT treatment -6%, Eya2 phos inh -19%, TRPV1 ag 1, TSHR antagonist 7, USP2a inh 0%, TCR act 1%, hERG WT inh -1 and KCNH2 3.1 inh -6.
Screening Cc1ccccc1C(=O)Nc1nnc(-c2ccc(C(C)(C)C)cc2)s1 returned ELG1 DNA repair inconclusive, Mito fusion yeast -2%, AT treatment -6%, Eya2 phos inh -12%, TRPV1 ag -3, TSHR antagonist 26, USP2a inh 2%, TCR act -8%[46.1 µM], hERG WT inh -4 and KCNH2 3.1 inh -8.
COc1ccc(-c2cc(C(=O)NCCCN3CCOCC3)no2)cc1 was read as ELG1 DNA repair -4%, Mito fusion yeast 3%, AT treatment 0%, Eya2 phos inh 18%, TRPV1 ag 0, TSHR antagonist 0, USP2a inh 2%, TCR act 9%, hERG WT inh 8 and KCNH2 3.1 inh -3.
For O=C1CCN(C(=O)/C=C/c2ccccc2)c2ccccc21 the results were ELG1 DNA repair inconclusive, Mito fusion yeast 5%, AT treatment -3%, Eya2 phos inh 1%, TRPV1 ag 7, TSHR antagonist -5, USP2a inh 9%, TCR act 0%, hERG WT inh -5 and KCNH2 3.1 inh 3.
Screening O=C(O)c1sccc1NC(=O)c1c(Cl)cccc1Cl returned ELG1 DNA repair -3%, Mito fusion yeast 0%, AT treatment 6%, Eya2 phos inh 2%, TRPV1 ag 1, TSHR antagonist -1, USP2a inh -10%, TCR act 5%, hERG WT inh -4 and KCNH2 3.1 inh -10.
CC(=O)/C(=C/Nc1ccc(Oc2ccccc2)cc1)c1ccccc1 was read as ELG1 DNA repair 7%, Mito fusion yeast 11%, AT treatment 3%, Eya2 phos inh -15%, TRPV1 ag 18, TSHR antagonist -4, USP2a inh 1%, TCR act 1%, hERG WT inh 1 and KCNH2 3.1 inh -3.
`Cc1noc(C)c1COC(=O)c1ccccc1Oc1ccccc1` gave ELG1 DNA repair 12%, Mito fusion yeast 23%, AT treatment 1%, Eya2 phos inh -22%, TRPV1 ag 5, TSHR antagonist -11, USP2a inh 2%, TCR act 3%, hERG WT inh -11 and KCNH2 3.1 inh 2.
O=C(Nc1cccc(F)c1)c1cccc(S(=O)(=O)N2CCOCC2)c1 was read as ELG1 DNA repair inconclusive, Mito fusion yeast 1%, AT treatment 6%, Eya2 phos inh -3%, TRPV1 ag inconclusive, TSHR antagonist 18, USP2a inh 3%, TCR act 2%[46.1 µM], hERG WT inh -7 and KCNH2 3.1 inh 1.
For COc1ccc(CNC(=S)N2CCN(S(=O)(=O)c3cccc(F)c3)CC2)cc1 the results were ELG1 DNA repair 9%, Mito fusion yeast -1%, AT treatment -3%, Eya2 phos inh -1%, TRPV1 ag inconclusive, TSHR antagonist 8, USP2a inh -5%, TCR act 2%, hERG WT inh -1 and KCNH2 3.1 inh -3.
`COc1ccc(C(=O)c2sc(Nc3ccccc3)nc2N)cc1` gave ELG1 DNA repair inconclusive, Mito fusion yeast -3%&8%, AT treatment 3%, Eya2 phos inh -29%, TRPV1 ag 2, TSHR antagonist -2, USP2a inh 2%, TCR act 4%, hERG WT inh 0 and KCNH2 3.1 inh -8.
COc1ccc(CCNC(=O)c2csc3c2CCCC3)cc1OC was read as ELG1 DNA repair 9%, Mito fusion yeast 10%, AT treatment -1%, Eya2 phos inh 0%, TRPV1 ag 1, TSHR antagonist 7, USP2a inh 0%, TCR act -4%, hERG WT inh -1 and KCNH2 3.1 inh 24.
`CCOc1cc(OCC)cc(C(=O)NCCCN2CCOCC2)c1` gave ELG1 DNA repair -1%, Mito fusion yeast -11%, AT treatment 2%, Eya2 phos inh -3%, TRPV1 ag -1, TSHR antagonist 4, USP2a inh 1%, TCR act -2%, hERG WT inh -2 and KCNH2 3.1 inh 3.
Screening O=[N+]([O-])c1cc(F)c(N2CCCCC2)cc1N1CCOCC1 returned ELG1 DNA repair -1%, Mito fusion yeast -2%, AT treatment 2%, Eya2 phos inh 5%, TRPV1 ag 19, TSHR antagonist -1, USP2a inh 4%, hERG WT inh -13 and KCNH2 3.1 inh 12.
Screening CCOC(=O)Cn1c2ccccc2c2nc3ccccc3nc21 returned ELG1 DNA repair 3%, Mito fusion yeast -1%, AT treatment 2%, Eya2 phos inh 8%, TRPV1 ag 8, TSHR antagonist 6, USP2a inh -1%, TCR act 8%, hERG WT inh 0 and KCNH2 3.1 inh 0.
Screening O=[N+]([O-])c1ccc(Nc2ccc(N3CCOCC3)cc2)c([N+](=O)[O-])c1 returned ELG1 DNA repair -10%, Mito fusion yeast 0%, AT treatment 6%, Eya2 phos inh -6%, TRPV1 ag 4, TSHR antagonist -3, USP2a inh -3%, TCR act -2%, hERG WT inh 2 and KCNH2 3.1 inh 8.
Screening COc1ccc(-c2csc(NC(=O)c3cc(C)on3)c2C#N)cc1OC returned ELG1 DNA repair 4%, Mito fusion yeast 10%, AT treatment 8%, Eya2 phos inh -27%, TRPV1 ag 2, TSHR antagonist -19, USP2a inh 3%, hERG WT inh 19 and KCNH2 3.1 inh 2.
`Cc1nonc1C1CCCN1C(=O)c1cc(COc2ccc(F)cc2Cl)on1` (configuration not stated) gave ELG1 DNA repair 7%, Mito fusion yeast 20%, AT treatment 6%[11.5 µM], Eya2 phos inh -5%, TRPV1 ag 0, TSHR antagonist 3, USP2a inh -9%, TCR act -8%, hERG WT inh 18 and KCNH2 3.1 inh -1.
Screening Cc1ccc(NS(=O)(=O)c2ccc(N/N=C/c3ccncc3)c([N+](=O)[O-])c2)c(C)c1 returned ELG1 DNA repair -5%, Mito fusion yeast 1%, AT treatment -2%, Eya2 phos inh 2%, TRPV1 ag -3, TSHR antagonist -3, USP2a inh -1%, TCR act 2%[46.1 µM], hERG WT inh -1 and KCNH2 3.1 inh -8.
Screening CCCCCN(C(=O)NC(=O)NC(C)CC)S(C)(=O)=O (configuration not stated) returned ELG1 DNA repair 2%, Mito fusion yeast -1%, AT treatment 10%, Eya2 phos inh 2%[15.4 µM], TRPV1 ag -5, TSHR antagonist -4, USP2a inh 1%, TCR act 1%, hERG WT inh -26 and KCNH2 3.1 inh -2.
For COC(=O)c1ccc(CNC(=O)c2ccc3c(c2)OCCO3)cc1 the results were ELG1 DNA repair inconclusive, Mito fusion yeast -3%, AT treatment 10%, Eya2 phos inh 5%, TRPV1 ag 1, TSHR antagonist -6, USP2a inh 1%, TCR act -8%, hERG WT inh 1 and KCNH2 3.1 inh 21.
For Cc1cc(NC(=O)C2CCN(S(=O)(=O)c3c(C)noc3C)CC2)ccc1Br the results were ELG1 DNA repair 11%, Mito fusion yeast 5%, AT treatment 22%, Eya2 phos inh -2%, TRPV1 ag 6, TSHR antagonist 20, USP2a inh 3%, TCR act 2%, hERG WT inh -2 and KCNH2 3.1 inh -11.
Screening COc1cccc(CNc2cccc3cccnc23)c1O returned ELG1 DNA repair inconclusive, Mito fusion yeast inconclusive, AT treatment -2%, Eya2 phos inh -26%, TRPV1 ag 1, TSHR antagonist -2, USP2a inh -4%, TCR act -2%, hERG WT inh -4 and KCNH2 3.1 inh -2.
CC1CCCN(c2ccc(C(=O)NCc3ccco3)cc2[N+](=O)[O-])C1 (configuration not stated) was read as ELG1 DNA repair inconclusive, Mito fusion yeast inconclusive, Eya2 phos inh -8%, TRPV1 ag inconclusive, TSHR antagonist 5, USP2a inh 0%, TCR act 1%[46.1 µM], hERG WT inh 1 and KCNH2 3.1 inh 4.

Compound activity (PubChem BioAssay)

An excerpt; rates above refer to the full screens.
